GLS inh: inhibitors of human glutaminase (GLS); AID 624170; Potency, µM (series often up to 45.5 µM), inactives show top-dose activity change, negative = inhibition, most hits filed as inhibitors; GLS enzymatic activity, qHTS titration; 410,000 tested, 0.21% active; O94925; also: potency is read from the fitted curve at half-maximal effect; % is scaled to controls: 0 for no effect and ±100 for the full control effect
Target sequence (O94925 whole entry, looked up): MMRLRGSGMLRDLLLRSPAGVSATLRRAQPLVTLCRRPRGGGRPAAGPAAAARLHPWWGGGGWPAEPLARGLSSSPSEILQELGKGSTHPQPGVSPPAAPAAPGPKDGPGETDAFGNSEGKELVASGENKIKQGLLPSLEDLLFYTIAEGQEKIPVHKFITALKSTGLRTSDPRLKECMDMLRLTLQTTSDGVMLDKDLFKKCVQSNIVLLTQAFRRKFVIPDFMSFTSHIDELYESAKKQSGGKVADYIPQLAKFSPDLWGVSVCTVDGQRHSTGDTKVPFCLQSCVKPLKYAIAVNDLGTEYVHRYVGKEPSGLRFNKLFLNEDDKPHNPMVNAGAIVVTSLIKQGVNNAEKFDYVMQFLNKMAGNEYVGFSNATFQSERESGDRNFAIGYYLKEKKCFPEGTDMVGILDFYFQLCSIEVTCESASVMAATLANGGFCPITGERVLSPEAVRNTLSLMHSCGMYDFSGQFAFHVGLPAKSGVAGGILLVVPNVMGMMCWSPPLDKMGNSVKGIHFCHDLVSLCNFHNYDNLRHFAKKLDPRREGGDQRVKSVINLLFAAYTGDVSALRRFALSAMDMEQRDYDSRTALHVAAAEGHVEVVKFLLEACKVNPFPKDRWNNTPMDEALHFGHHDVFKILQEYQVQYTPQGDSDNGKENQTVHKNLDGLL
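Read-out is an Amplex red fluorescence increase coupled through glutamate oxidase and HRP, measured before and after 30 min room-temperature incubation. hKGA is in 45 mM KH2PO4 (pH 8.2) with 0.02% Tween-20; glutamine added as 1mM solution.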
RGS4 inhibitor: inhibitors of human regulator of G protein signaling 4 | Transcreener GDP fluorescence polarization, RGS4-accelerated GTP hydrolysis | Potency, µM (top dose mostly 114 µM), without a hit: at the top dose activity change, negative = inhibition, hits mostly inhibitors | P49798 | 390,000 tested, 0.039% active; also: potency is read from the fitted curve at half-maximal effect; % is scaled to controls: 0 for no effect and ±100 for the full control effect; nearly all actives have a fitted effect of over 75% in size; some results filed as inactive show a strong effect at the top dose
Target sequence (P49798 whole entry, looked up): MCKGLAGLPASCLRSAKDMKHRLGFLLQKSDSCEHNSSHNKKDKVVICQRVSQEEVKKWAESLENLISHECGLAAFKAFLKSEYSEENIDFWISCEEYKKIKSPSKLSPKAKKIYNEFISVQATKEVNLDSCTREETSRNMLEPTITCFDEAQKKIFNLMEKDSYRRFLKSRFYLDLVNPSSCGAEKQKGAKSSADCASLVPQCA
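MLSMR compounds (23 nl, pin-transferred) preincubated 10 min at room temperature with a 500nM (2x) first reagent, then RGS4 at 900nM (2x) plus Transcreener GDP mix added; fluorescence polarization (620/688 nm) read before and after 90 min at 30 °C.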
BAZ2B inh: BAZ2B (human) inhibition. Q9UIF8. AlphaScreen BAZ2B-H3K14Ac peptide displacement. Potency, µM (top dose mostly 114 µM), without a hit: at the highest dose activity change, negative = inhibition, usual class: inhibitors. 360,000 tested, 4.4% active; also: potency is read from the fitted curve at half-maximal effect; % is scaled to controls: 0 for no effect and ±100 for the full control effect; nearly all actives have a fitted effect of over 60% in size
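Compounds, titrated to a top concentration of 110 uM, were incubated 30 min at room temperature with preformed BAZ2B/acetyl-K14 H3 peptide complex (50 nM each). Proximity signal was measured by AlphaScreen after 20 min with beads.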
ALOX12 inh: inhibitors of human 12S-lipoxygenase ALOX12; AID 1671190; 580,000 tested, 1.1% active; purified 12hLO, xylenol orange hydroperoxide absorbance; Potency, µM (doses to about 108 µM), inactives show top-dose activity change, negative = inhibition, actives largely listed as inhibitors; also: potency is read from the fitted curve at half-maximal effect; % is scaled to controls: 0 for no effect and ±100 for the full control effect
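Purified human 12hLO (150 nM final) in 25 mM Hepes, 0.01% Triton X-100, pH 7.0 was preincubated 15 min at room temperature with compound. Then 40 uM arachidonic acid was added, 30 min. Hydroperoxide was read by Fe-XO absorbance ratio 573/405 nm.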
HP1b chromo inh: blocks HP1-beta chromodomain binding to methylated histone tails | AID 540317 | 390,000 tested, 0.56% active | AlphaScreen HP1-beta / biotin-H3K9me3 peptide binding | Potency, µM (titrated, usually from 114 µM), inactives show at the highest dose activity change, negative = inhibition, most hits filed as inhibitors | P83916; also: potency is read from the fitted curve at half-maximal effect; nearly all actives have a fitted effect of over 70% in size; inactives centre near 23
Target sequence (P83916 whole entry, looked up): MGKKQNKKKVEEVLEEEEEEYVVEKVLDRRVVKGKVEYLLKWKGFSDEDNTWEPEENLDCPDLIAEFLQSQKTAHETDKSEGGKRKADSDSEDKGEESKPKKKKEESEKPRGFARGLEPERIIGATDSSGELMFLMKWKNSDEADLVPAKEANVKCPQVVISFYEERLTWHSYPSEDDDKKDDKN
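Compound inhibition of the preformed complex between 50 nM HP1-beta and 50 nM biotinylated H3K9me3 peptide was read by AlphaScreen. Buffer was PBS pH 7.4 with 0.01% Tween-20. Incubations ran 30 min at room temperature, with 10 ug/mL donor/acceptor beads.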
ERG-DNA inh: ERG Ets/DNA interaction inhibition. P11308. fluorescence polarization, His-ERG Ets domain / labelled DNA. Potency, µM (highest dose often 76.9 µM), inactives show at the highest dose FP activity, negative = inhibition, usual class: inhibitors. 370,000 tested, 0.028% active; active = well fitted inhibition curve with a large enough effect in the polarisation, with a control signal flat; inconclusive = small, poorly fitted or top-dose-only effect, or effect the other way, or a change in a side signal; inactive = no such curve, though single readings can be large or run the other way; the % refers to the polarisation;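 also: polarization taken with two DNA probes labelled with fluorescein and Texas red; potency is read from the fitted curve at half-maximal effect; % of control where 0% means no effect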
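His-tagged ERG Ets domain (1 uM in the protein solution; 300mM KCl, 50mM Tris-HCl, 1mM EDTA, 1mM DTT, pH 7.5) received compound, then a probe mix of 5 nM fluorescein-DNA and 100nM Texas-615-DNA. Fluorescence polarization was read for both dyes.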
G9a inh: G9a (human) methyltransferase inhibition; Q96KQ7; AID 504332; Potency, µM (series often up to 102 µM), inactives show top-dose activity, negative = inhibition, usual class: inhibitors; G9a H3K9 monomethylation, AlphaScreen, 2 h; 350,000 tested, 8.8% active; also: potency is read from the fitted curve at half-maximal effect; % is scaled to controls: 0 for no effect and ±100 for the full control effect; nearly all actives have a fitted effect of over 75% in size
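AlphaScreen read-out: biotin-H3K9 peptide (500 nM) methylation by 20 nM enzyme with 20 uM SAM, 2 h at room temperature after 15 min compound preincubation; anti-monomethyl H3K9 antibody plus donor/acceptor beads, 10 min dark.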
PI4K2A block: inhibitors of human PI4K2A. Q9BTU6. purified PI4K2A, ADP-Glo luminescence, 1 h; active compounds read low. activity change, negative = inhibition, % at 76.9 µM. 420,000 tested, 0.13% active; in the data active = activity change below about -50%; inconclusive = mostly about -30% to -49%;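 also: -100% = wells without enzyme as full effect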
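Compounds are screened against recombinant PI4K2A using PI as substrate and ATP, the latter dispensed at 300 microM. Reactions run one hour at ambient temperature before ADP-Glo detection; full inhibition defined by wells lacking enzyme.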
JMJD2A Tudor: inhibitors of human JMJD2A Tudor domain. AlphaScreen JMJD2A-Tudor / H3K4me3 peptide binding. Potency, µM (titrated, usually from 114 µM), without a hit: at the top dose activity change, negative = inhibition, most hits filed as inhibitors. 390,000 tested, 4.4% active; also: potency is read from the fitted curve at half-maximal effect; % is scaled to controls: 0 for no effect and ±100 for the full control effect; nearly all actives have a fitted effect of over 50% in size
* hit, by the source's call; ? = inconclusive; · = no result given; & = joins results of further samples; [ ] = another dose, or the depositor's remark. Unless noted, calls follow the shape of the dose curve; as a rule, active = well fitted curve in the direction sought with a large enough effect; inconclusive = small, poorly fitted or top-dose-only effect, or another doubt; inactive = no such curve, though single readings can be large; an effect the other way counts as inactive or inconclusive. These rows are one share of the data, so the mix of outcomes need not match the whole.

SMILES	GLS inh	RGS4 inhibitor	BAZ2B inh	ALOX12 inh	HP1b chromo inh	ERG-DNA inh	G9a inh	PI4K2A block	JMJD2A Tudor
COc1cccc(NC(=O)c2cc(OC)c(OC)c(OC)c2Br)c1	14%	-13%	11%	-9%	-10%	-2%	-21%[59 µM]	1	-9%
CCOc1ccc(Br)cc1S(=O)(=O)N1CCC(C(N)=O)CC1	3%	28%	-8%	-18%	15%	3%	-4%	0	-8%
Cc1ccc(N(C(=O)Cn2nnc(-c3ccccc3F)n2)C(C(=O)NC2CCCC2)c2ccncc2)cc1 (stereo unspecified)	-3%	6%	1%	11%	3%	8%	11%	-4	-13%
COc1cccc(CNc2cc(CSc3ccc(Cl)cc3)nc(C)n2)c1	11%	-40%	16%	·	61%[activator]	1%	58%[activator]	1	32%
CCn1c(SCC(=O)N2CCOCC2)nnc1-c1ccco1	0%	-4%	-1%	-4%	-2%	6%	20%[59 µM]	-2	-5%
COC(=O)C1(CCSC)NC(c2ccccc2OC)C2C(=O)N(C)C(=O)C21 (stereo unspecified)	-9%	5%	-3%	-8%	63%[activator]	-8%	17%	-2	-1%
COc1cc2c(cc1OC)CN(Cc1ccc(OC)c(C)c1OC)CC2	4%	8%	50µM*	?	-56%	7%	?	10	1.6µM*
Cc1nc2ccccc2c(=O)n1C1CCCCCC1	1%	-2%[11.4 µM]	9%	22%	73%[activator]	8%	-2%[59 µM]	-1	-5%[11.4 µM]
CC(C)C(=O)N(Cc1cc2ccccc2[nH]c1=O)C(C)(C)C	2%	-10%[11.4 µM]	-1%	0%	-2%	-2%	-1%	-1	-13%[11.4 µM]
Cn1c(CN2CCN(S(C)(=O)=O)CC2)nc2cc([N+](=O)[O-])ccc21	0%	-8%[56.9 µM]	1%	-6%	25%	-12%	20%	-1	-4%
O=C(CSc1ncn[nH]1)N1c2ccccc2Sc2ccccc21	1%	-1%	-28%	-22%	20%	-13%	?	2	-11%
Cc1ccc(N/C(N)=N/c2nc3c(c(=O)[nH]2)CCCC3)c(C)c1	7%	15%	-19%[57.1 µM]	20%	11%	·	21%	0	-13%
O=C(/C=C/c1cccc(F)c1)OCC(=O)N1CCCC1	0%	-13%	·	-8%	31%	4%	·	-3	-7%
O=C(COC(=O)c1ccc(O)cc1)NCCC1=CCCCC1	-2%	-2%	-7%	-19%	26%	4%	8%	1	-9%
O=C(NC1C=CS(=O)(=O)C1)c1sc2ccccc2c1Cl (stereo unspecified)	0%	-2%	-4%	-9%	30%	·	10%[2.33 µM]	0	-11%
Cc1ccc(CC2(c3ccccc3)NC(=O)NC2=O)cc1 (stereo unspecified)	-10%	3%	·	-13%	52%[activator]	12%	·	-2	-3%
COc1ccc(N2CCN(C(=O)Cc3csc(NC(=O)Nc4ccccc4OC)n3)CC2)cc1	19%	7%	?	?	-23%	-3%	7.9µM*	0	?
Cc1c(C)c2ccc(OC(C)C(=O)NCCCn3ccnc3)c(C)c2oc1=O (stereo unspecified)	-3%	8%	-18%[57.1 µM]	-1%	34%[activator]	15%	-10%	6	-15%
Cc1c(Nc2ncnc3nc[nH]c23)c(=O)n(-c2ccccc2)n1C	7%	6%	7%	19%	57%[activator]	-7%	-8%	1	-12%
COc1ccc(C2SCC(=O)N2c2ccc(OC)cc2)cc1 (stereo unspecified)	1%	29%	0%	-5%	18%	1%	25%	-2	-2%
CCN(C(=O)CN1CC(C)OC(C)C1)c1c(N)n(Cc2ccccc2)c(=O)[nH]c1=O (stereo unspecified)	-2%	19%	2%	6%	34%[activator]	-3%	-2%	-2	-1%
O=C(CCC(=O)N1CCCC1)Nc1ccc(Cl)c(Cl)c1	-23%	16%	-2%	14%	25%	6%	4%	-5	1%
CN(CC(=O)Nc1ccc(Cl)c(Cl)c1)C(=O)/C=C/c1ccc(F)cc1	7%	16%	0%	?	25%	-1%	-16%	-3	-8%
COc1ccccc1-c1c(C(F)(F)F)oc2cc(OC(=O)c3ccccc3[N+](=O)[O-])ccc2c1=O	-2%	-8%	-12%	13%	-16%	1%	-28%[59 µM]	-3	-12%
COC(=O)c1cn(CC(=O)NC2CCCCCC2)c2ccccc12	16%	9%	4%	18%	23%	-5%	20%[59 µM]	-3	-7%
Cc1cc(C)c2[nH]c(=O)c(CN(Cc3cccnc3)C(=S)NCCCN(C)C)cc2c1	1%	12%	-20%	17%	10%	-2%	-5%	3	-10%
COc1ccc(OC)c(CNC(=O)CN2N=C(c3ccc(Cl)cc3)CCC2=O)c1	-2%	11%	-1%	-19%	23%	2%	5%[59 µM]	5	-27%
C[C@@H]1CN(C(=O)c2nc3ccc(Cl)cn3c2CN[C@H]2CCCCNC2=O)C[C@H](C)O1	3%	18%	-2%	-6%	38%	-13%	?	4	-1%
Cc1ccc(C)c(OCC(=O)N2CCN(c3ncccn3)CC2)c1	-4%	36%	-3%	?	27%	-11%	-2%[12.7 µM]	10	-10%
O=C(Cn1cc(SCc2cccc(Cl)c2)c2ccccc21)N1CCCCC1	-3%	-10%	1%	0%	58%[activator]	8%	3%[59 µM]	0	8%
CC(C)OC(=O)CSc1nc2ncc(Cl)cc2[nH]1	2%	-13%	8%	9%	22%	7%	16%[2.33 µM]	-12	-15%
O=C(c1ccc(S(=O)(=O)N2CCOCC2)cc1)N1CCN(S(=O)(=O)c2ccc(Cl)s2)CC1	-25%	13%	-7%	-21%	30%	-7%	4%	-3	-18%
c1cncc(-c2nn3cnnc3s2)c1	-6%	25%	-2%	-23%	30%	-13%	14%[59 µM]	1	-4%
COc1cc(OC)cc(C(=O)Nn2cnnc2)c1	-3%	29%	5%	11%	16%	1%	·	2	-9%
CCn1nc(C)c(CNC(=O)CCc2nnc(Cc3c[nH]c4ccccc34)o2)c1C	-5%	21%	-1%	4%	40%[activator]	5%	-7%	-1	-2%
C/C(=N\NC(=O)c1cc(-c2ccco2)nc2ccccc12)c1cccnc1	9%	3%	-15%	-19%	44%[activator]	2%	40µM*	-4	-21%
CSc1ncccc1C(=O)OCc1ccc([N+](=O)[O-])cc1	-9%	-27%	-19%	-4%	25%	-1%	8%	2	-20%
Cc1cccc(CNc2ccc(S(=O)(=O)N3CCCCC3)cc2)c1	-5%	-5%	10%	20%	51%[activator]	7%	-4%[2.33 µM]	-2	-13%
CCN(C(=O)COc1ccc2ccc(=O)oc2c1)C1CCCCC1	6%	-19%	·	2%&-8%	9%	-5%	·	6	-11%
O=C(CNS(=O)(=O)c1ccc(F)c(Cl)c1)N1CCCCCC1	0%	10%	-1%	-22%	21%	3%	3%	-1	-5%
Cc1ccc(CCNC(=O)Cn2ccc3cc(S(=O)(=O)N4CCCC4)ccc32)cc1	1%	-9%	-8%	19%	50%[activator]	15%	7%	0	-9%
COc1ccc(NC(=O)CSc2nc3ccccc3c(=O)n2CCC(=O)N2CCCCC2)cc1	7%	32%	0%	0%	6%	1%	-24%	-10	-6%[57.1 µM]
CCCCCCCCCCCCCC(=O)NO	15%	4%	·	-6%	31%	·	·	3	1%
O=C(CSc1nc2nccnc2c(=O)n1CCc1c[nH]c2ccccc12)Nc1ccccc1	-8%	20%	11%	-15%	21%	-11%	-1%[59 µM]	0	-23%
Cc1ccc(OCC(=O)NNC(=O)C2CSC3(C)CCC(=O)N23)cc1 (stereo unspecified)	7%	4%	-2%	14%	5%	-4%	-2%	7	-14%
COc1ccc(-c2cc(C(F)(F)F)nc(S(=O)(=O)CCCC(=O)Nc3ccccc3C(F)(F)F)n2)cc1OC	-7%	-23%	4%	?	57%[activator]	-2%	-23%[59 µM]	9	-3%
Cc1cc(C)c(C)c(S(=O)(=O)N2CCC(C(=O)Nc3ccncc3)CC2)c1C	1%	-6%	-30%	-6%	7%[57 µM]	0%	12%	-1	-25%
COc1ccc(-c2nc(CN3CCC(C(=O)NCCc4ccccc4)CC3)c(C)o2)cc1OC	-1%	7%	-24%	-2%	31%	0%	-6%[59 µM]	0	-14%
CN(C)S(=O)(=O)N1CCCC(C(=O)c2ccc(C(F)(F)F)cc2)C1 (stereo unspecified)	1%	-13%	2%	-21%	21%	2%	·	4	-3%
CC(C)CCN1CCN=C1Nc1ccccc1	-3%	6%	1%	0%	37%	16%	·	1	-8%
(listing goes on)
SMILES	GLS inh	RGS4 inhibitor	BAZ2B inh	ALOX12 inh	HP1b chromo inh	ERG-DNA inh	G9a inh	PI4K2A block	JMJD2A Tudor
COC(=O)c1ccc(CSc2nnc(Nc3cccc(OC)c3)s2)o1	10%	-19%[11.4 µM]	-11%	0%	-12%	9%	-50%	-2	16%[11.4 µM]
C=CCc1cccc(Cl)c1OCCCNC1CCCC1	-13%	-27%	?	?	8%	1%	·	0	50µM*
Cc1c(Nc2nc3ccccc3nc2NS(=O)(=O)c2ccccc2)c(=O)n(-c2ccccc2)n1C	44%[activator]	0%	-5%	7%	12%	·	-35%[59 µM]	3	-14%
CCOc1ccc(/C(O)=C2/C(=O)C(=O)N(CCCn3ccnc3)C2c2cccs2)cc1Cl (stereo unspecified)	·	-17%	-16%	?	20%	-3%	·	0	6%

Looked up above.
PI4K2A block with C=CCc1cccc(Cl)c1OCCCNC1CCCC1 reads 0
GLS inh with Cc1c(Nc2nc3ccccc3nc2NS(=O)(=O)c2ccccc2)c(=O)n(-c2ccccc2)n1C reads 44%[activator]
